Source: PubChem BioAssay
IL1B NFkB inh: blocks IL-1B driven NFkB nuclear translocation in HUVEC cells | actives 0.43% (n = 94,000) | AID 796 | inhibition, % at 2 µM | HUVEC IL-1B NFkB p65 nuclear translocation imaging;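 active = inhibition above about 30% together with a positive call from visual inspection of the well image, limit read from the data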;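 note: nuclear over cytoplasmic p65 intensity ratio measured by imaging; 0% = IL-1B stimulated DMSO wells and 100% = unstimulated DMSO wells; values of inactives mirror those of a sister screen read the other way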
Bcl-B displacement: displacers of TR3 peptide from Bcl-B, primary screen, selectivity assay for Bfl-1 inhibitor project, biochemical, fluorescence polarization | AID 748 | FP displacement of FITC-TR3 peptide from Bcl-B; higher % means a stronger effect | actives 0.11% (n = 96,000) | displacement, % at 20 µM; hits with a dose series show IC50 in µM;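 active = displacement above 50% at 20 µM plus a fluorescence interference ratio under 1.5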;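 note: plate controls were wells without compound for no effect and wells lacking Bcl-B protein for full effect; a part of the inactive calls stands beside numbers as strong as those of hits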
NFkB transloc pot: enhances IL-1B driven NFkB nuclear translocation. actives 0.3% (n = 94,000). HUVEC IL-1B NFkB p65 nuclear translocation imaging. activation, % at 2 µM. AID 819;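 active = activation above 40%, about the mean plus 3 SD, also judged a hit on visual image review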;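 note: percent activation is computed from the nuclear over cytoplasmic p65 intensity ratio; values of inactives mirror those of a sister screen read the other way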
PLAP inhibition: PLAP enzyme inhibitors, biochemical, luminescence, HTS (AID 690). one-dose inhibition, % at 20 µM; IC50 in µM for titrated hits. purified PLAP, luminescent substrate; higher % means a stronger effect. actives 0.08% (n = 96,000); in the data active = a potency from the dose series; inactive = the rest, 99 in 100 with inhibition below about 30%; note: strong numbers were not always called active
MRP reversal: MRP-mediated drug resistance reversal. differential viability (reversal), % at 10 µM. H69AR cells + 2 uM doxorubicin, CellTiter-Glo, 72 h. actives 0.04% (n = 85,000). AID 602;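 active = viability drop by adding the cancer drug above about 55%, with treated viability meeting a 40% cutoff, limit read from the data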;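 note: viability without doxorubicin minus viability with 2 µM doxorubicin for each compound; larger differential means the compound sensitizes cells more to doxorubicin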
MRP reversal cytotoxicity: second read-out of MRP reversal, no call of its own (marks repeat the call); viability, %; H69AR cells, CellTiter-Glo, 72 h; measured here: cytotoxicity without doxorubicin
MRP reversal with doxorubicin: recorded beside MRP reversal, whose call it bears; viability, %; measured here: viability with 2 uM doxorubicin; active compounds read low
IL1B NFkB inh cell count 2 µM: recorded beside IL1B NFkB inh, whose call it bears; cell count; measured here: cells passing quality filter;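 raw number of nuclei counted in each imaged well without normalization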
NFkB transloc pot cell count 2 µM: further read-out of NFkB transloc pot, marked with its call; cell count; measured here: cells passing quality filter
Active calls of the source: *; . = not tested or not shown. Some of the compounds tested; rates above refer to the full screens.

SMILES	IL1B NFkB inh	IL1B NFkB inh cell count 2 µM	Bcl-B displacement	NFkB transloc pot	NFkB transloc pot cell count 2 µM	PLAP inhibition	MRP reversal	MRP reversal cytotoxicity	MRP reversal with doxorubicin
CCN(CC)C(=O)CSc1nnc(-c2ccc(F)cc2)n1N	6	141	1%	-7	141	7%	5	104	99
O=C(c1ccccc1)N1CCN(C(=O)c2ccccc2)C1c1ccccc1	-20	137	8%	19	137	4%	14	100	86
COc1ccc(N2C(=O)CN=C2Nc2cccc(C)c2C)cc1OC	.	.	5%	.	.	-35%	-112	97	210
Cc1ccc(C(=O)Oc2ccccc2C(=O)N2CCOCC2)cc1	-18	117	.	18	117	.	-2	93	95
C/C(=C1/SC(N2CCCC2)=NC1=O)c1ccc(Br)cc1	-9	121	-9%	9	121	-43%	20	78	58
CCc1nnc(NC(=O)c2ccc3c(c2)C(=O)N(CC)C3=O)s1	-15	135	.	15	135	.	0	94	94
O=C(Nc1ccccn1)C(=O)N1CCCCC1	4	133	.	-4	133	.	10	89	79
COc1ccc(Cn2nnnc2C(c2cc3cc(C)ccc3[nH]c2=O)N2CCOCC2)cc1 (configuration not stated)	12	152	-10%	-12	152	-32%	5	94	89
Cn1c(=O)[nH]c(=O)c2c1nc(N(CCO)Cc1ccccc1)n2Cc1ccccc1Cl	.	.	6%	.	.	18%	.	.	.
O=C(NC1=NCCS1)Nc1ccccc1	1	113	0%	-1	113	6%	.	.	.
CCOC(=O)C1CCN(C(=O)CCc2c(C)nc3cc(-c4ccccc4)nn3c2C)CC1	0	46	-6%	0	46	-54%	-7	81	87
CCN(C(=O)CN1CCN(C)CC1)c1cccc2ccccc12	-19	79	10%	19	79	-18%	9	85	76
CCN(C(=O)c1ccco1)c1nnc(-c2ccc(OC)cc2)s1	-10	160	.	10	160	.	-6	95	102
CCOC(=O)Cn1nc(C)c2ccccc2c1=O	-1	84	4%	1	84	8%	-3	86	89
CCc1ccc(NC(=O)c2onc(C)c2Cl)cc1	-2	150	-3%	2	150	14%	-4	83	87
CN1CCC(N2CCN(c3cccc(C(F)(F)F)c3)CC2)CC1	.	.	12%	.	.	3%	5	91	86
Cn1cccc1C(=O)NC(=O)CSc1nnc(C2CC2)n1-c1ccccc1	-10	147	16%	10	147	0%	-2	88	90
CCOC(=O)c1sc2nc(CC(=O)OC)nc(NCCN3CCOCC3)c2c1C	-16	149	-19%	16	149	-52%	-6	66	73
S=C(NCCSCc1ccc(Cl)cc1)Nc1ccccc1	-10	146	0%	10	146	5%	.	.	.
O=C(CCCCCn1c(=O)[nH]c2ccccc2c1=O)NCCc1c[nH]c2ccccc12	4	130	0%	-4	130	-3%	-20	57	77
O=C(CSc1nc2ccc([N+](=O)[O-])cc2[nH]1)NCCc1ccccc1	-8	153	8%	8	153	-25%	.	.	.
Cc1ccc(NC(=S)NCCN2CCOCC2)cc1C	11	130	-5%	-4	144	3%	.	.	.
Cc1cc2oc(=O)cc(CN3CCN(C/C=C/c4ccccc4)CC3)c2cc1O	8	176	-39%	-8	176	-66%	.	.	.
COC(=O)c1[nH]c2ccc(C)cc2c1NC(=O)CN1CCCC(C)(C)C1	-4	149	-5%	5	149	-52%	.	.	.
COC(=O)c1sccc1NC(=O)/C=C\c1ccc(Cl)cc1Cl	-5	170	1%	5	170	18%	.	.	.
O=C(c1ccco1)N1CCN(C(=O)c2cnn3c(C(F)(F)F)cc(-c4cccs4)nc23)CC1	-6	121	-4%	6	121	5%	-4	69	73
C/C(=N\NC(=O)COc1ccc([N+](=O)[O-])cc1)C(C)(C)C	-2	150	-4%	2	150	5%	.	.	.
O=C(NCC1CCCO1)c1cccc(-n2cnnn2)c1 (configuration not stated)	-1	207	10%	1	207	16%	5	104	99
COc1ccc(NC(=O)C2CCCN2S(=O)(=O)c2ccc(C)cc2)cc1 (configuration not stated)	3	135	-8%	-3	135	-7%	-21	50	71
CCOC(=O)N1CCC(N2C(=O)c3ccccc3C2Nc2ccc(Cl)cn2)CC1 (configuration not stated)	-2	159	0%	2	159	-48%	-12	68	80
COc1ccccc1CNC(=O)c1ccc(CS(=O)(=O)c2ccccc2OC)o1	-21	198	5%	21	198	-2%	5	76	71
N#CC1=C(N)Oc2n[nH]c(-c3ccc(F)cc3)c2C1c1cccc(OC(=O)N2CCOCC2)c1 (configuration not stated)	6	94	-5%	-6	94	-57%	2	100	98
Cc1c(C(=O)O)oc2ccc(S(=O)(=O)NCc3ccc(F)cc3)cc12	1	127	-1%	-1	127	3%	9	94	85
CCOC(=O)C(C)n1cnc2c(oc3ccccc32)c1=O (configuration not stated)	-14	193	-5%	14	193	-2%	6	97	91
Cc1ccc(Nc2nc(CSc3nnnn3-c3ccccc3)cs2)cc1	-4	161	-6%	4	161	3%	14	98	84
Clc1cccc(CSc2nccn2-c2ccccc2)c1	-6	108	-5%	6	108	23%	.	.	.
CC1CN(c2ncnc3c2cnn3-c2ccc(Cl)cc2)CC(C)O1 (configuration not stated)	-5	181	8%	5	181	-3%	-34	50	84
CN(NC(=O)c1ccccc1)c1nc2ccccc2nc1C(F)(F)F	12	124	-4%	-12	124	16%	.	.	.
Cc1cccc(C)c1OCC(=O)N=Nc1c(O)[nH]c2ccc(Br)cc12	.	.	0%	.	.	-94%	0	2	2
Cc1[nH]c2ccc(-c3nnc(SCC(=O)c4ccccc4F)o3)cc2c1C	5	124	-55%	-5	124	-15%	-4	79	83
CCc1ccc2[nH]c(=O)c(CN(CCN(C)C)C(=O)Nc3ccccc3OC)cc2c1	-9	139	2%	9	139	-51%	-13	59	72
O=S(=O)(Nc1ccncc1)c1ccc(Cl)cc1	-1	151	-11%	1	151	14%	.	.	.
COc1ccc(S(=O)(=O)N2CCCN(CCC(=O)Nc3cccc(C(F)(F)F)c3)CC2)cc1	-8	151	5%	8	151	-27%	-8	62	70
CN1C(=S)SC(C)(NO)C1(C)C (configuration not stated)	-13	149	4%	13	149	13%	-17	86	102
CCCCCCCCCCn1c2c(c(=N)c3c1CCC3)CCC2	11	124	-9%	-11	124	-23%	1	2	1
N#CC(C(=O)C12CC3CC(CC(C3)C1)C2)c1nc2ccccc2[nH]1 (configuration not stated)	-9	173	-20%	9	173	-15%	-11	46	58
O=C(Cn1cnc2c(cnn2-c2ccc(F)cc2)c1=O)N1CCN(c2ccccc2)CC1	13	92	.	-13	92	.	-21	47	68
CC(C)CC(=O)NC(=S)Nc1ccccc1F	-28	203	-8%	28	203	3%	.	.	.
Nc1cc(-c2ccc(Cl)cc2)nn1S(=O)(=O)c1cccc2nsnc12	10	176	18%	-10	176	31%	-3	60	63
CSCCC(C(=O)N1CC2(C)CC1CC(C)(C)C2)N1C(=O)c2ccccc2C1=O (configuration not stated)	-17	119	.	17	119	.	8	95	87
CNC(=O)CC1C(=O)N(C)C(=S)N1NC(=O)c1ccc(Cl)cc1 (configuration not stated)	-3	154	6%	3	154	-6%	22	109	86
COc1ccc(-n2nnnc2/C=C\Nc2ccccc2C(=O)c2ccccc2)cc1	27	178	1%	-27	178	1%	.	.	.
Cn1c(=O)c2c(ncn2CC(=O)N2CCN(c3ccccc3)CC2)n(C)c1=O	4	162	-8%	-4	162	-41%	24	105	81
CCCCNC(=O)CCCn1c(=O)c2ccccc2n(CC(=O)NCCC2=CCCCC2)c1=O	-6	157	-12%	6	157	-37%	-8	92	99
C=CCN(C(=O)CNC(=O)c1ccco1)C(C(=O)NC1CCCCC1)c1ccc(F)cc1 (configuration not stated)	10	211	-3%	-11	211	-16%	-6	76	83
N/C(=N\OS(=O)(=O)c1ccc(Cl)cc1)c1ccncc1	6	103	11%	-6	103	6%	8	99	91
CCCn1c(=N)n(CC(O)c2ccco2)c2ccccc21 (configuration not stated)	10	91	9%	-10	91	6%	-22	86	108
CCOC(=O)C1CCCN(C(=O)c2sc3nc(-c4ccc(F)cc4)cn3c2C)C1 (configuration not stated)	-3	97	-5%	3	97	-37%	-18	52	70
CC(CN1CCOCC1)OC(=O)C(C)(c1ccccc1)c1ccccc1 (configuration not stated)	5	127	.	-5	127	.	8	95	87
COc1ccc(NC(=O)C(Cc2ccccc2)NC(=O)c2ccco2)cc1OC (configuration not stated)	-10	138	-2%	10	138	-23%	-24	83	107

A draw from above in order of molecular weight, high to low.
SMILES	IL1B NFkB inh	IL1B NFkB inh cell count 2 µM	Bcl-B displacement	NFkB transloc pot	NFkB transloc pot cell count 2 µM	PLAP inhibition	MRP reversal	MRP reversal cytotoxicity	MRP reversal with doxorubicin
COc1ccc(NC(=O)C(Cc2ccccc2)NC(=O)c2ccco2)cc1OC (configuration not stated)	-10	138	-2%	10	138	-23%	-24	83	107
Cc1[nH]c2ccc(-c3nnc(SCC(=O)c4ccccc4F)o3)cc2c1C	5	124	-55%	-5	124	-15%	-4	79	83
CNC(=O)CC1C(=O)N(C)C(=S)N1NC(=O)c1ccc(Cl)cc1 (configuration not stated)	-3	154	6%	3	154	-6%	22	109	86

(continued)
SMILES	IL1B NFkB inh	IL1B NFkB inh cell count 2 µM	Bcl-B displacement	NFkB transloc pot	NFkB transloc pot cell count 2 µM	PLAP inhibition	MRP reversal	MRP reversal cytotoxicity	MRP reversal with doxorubicin
Nc1ccc(Sc2ccccc2CC(=O)O)cc1	4	139	-4%	-5	139	-15%	.	.	.
Cc1nn(C)c(=O)n1-c1ccc(OCc2ccccc2)cc1	.	.	-4%	.	.	-17%	.	.	.
Cc1onc(-c2ccccc2)c1C(=O)Nc1nnc(N2CCCCCC2)s1	.	.	-4%	.	.	-20%	-8	84	92
COCCSc1ccccc1C(=O)N1CCOCC1	-7	77	-10%	7	77	-21%	13	106	93
CCO/C=C1/C(=O)N(C(C)=O)c2ccccc21	-2	166	.	2	166	.	0	92	91
Cc1nnc(Sc2nc3c(c(=O)[nH]c(=O)n3C)n2CCCc2ccccc2)s1	-22	60	-4%	22	60	-86%	7	90	84
O=C1NCCCc2nonc21	-5	119	1%	5	119	13%	-3	91	94
O=C(CNS(=O)(=O)c1ccc2ccccc2c1)OCc1nnc(-c2ccccc2)o1	-2	147	-4%	2	147	-21%	.	.	.
Cc1cc(C)c(NC(=O)/C(=C/c2ccco2)c2ccccc2)c(C)c1	-1	188	4%	1	188	-27%	.	.	.
COc1ccc(OC)c(C(=O)CSc2nc3ccccc3n2CC(=O)NC(C)(C)C)c1	-9	144	7%	9	144	20%	.	.	.
COC(=O)CN(c1ccc(F)cc1)S(=O)(=O)c1ccc2c(c1)OCCO2	3	207	-2%	-3	207	-8%	12	86	74
CSCCC(NC(=O)c1ccco1)C(=O)OCC(=O)Nc1sccc1C#N (configuration not stated)	-13	225	3%	13	225	-51%	10	100	89
CC(C)NC(=O)c1onc(CSc2ccc(F)c(F)c2)c1C(=O)O	-23	176	0%	23	176	-5%	.	.	.
COCCn1c(C)cc(C(=O)CSc2ncnc3sc4c(c23)CCC4)c1C	3	125	-20%	-3	125	3%	3	81	78
N=c1n(Cc2ccc(Cl)cc2)c2ccccc2n1CC(O)c1ccco1 (configuration not stated)	-8	130	-32%	8	130	-43%	-26	15	40
Cc1cccc(N(C(=O)CNC(=O)c2ccco2)C(C(=O)NC2CCCC2)c2ccncc2)c1 (configuration not stated)	8	92	.	-8	92	.	2	95	93
CC1(C)CC(=O)c2sc(N)nc2C1	-20	123	-12%	20	123	18%	-3	90	93
Cc1ccc(OCC(O)Cn2c3ccccc3c3ccccc32)cc1 (configuration not stated)	4	179	-2%	-6	156	6%	.	.	.
O=C(Nc1ccc(O)cc1C(=O)O)c1ccc2c(c1)C(=O)N(Cc1ccco1)C2=O	6	108	4%	-6	108	12%	-4	93	97
O=C(Nc1cccc2ncccc12)c1ccc2c(c1)OCCO2	-5	151	-6%	5	151	24%	7	86	79
Cc1noc(C)c1COC(=O)c1ccc(S(=O)(=O)NCc2ccco2)cc1	.	.	26%	.	.	-60%	-13	69	82
